BRCA1 expr up – BRCA1 expression activation; Potency, µM (series often up to 46.1 µM), for the others: top-dose activation, most hits filed as activators; MCF7-BRCA1-FFLuc reporter, luminescence, 48 h; response scale: scaled: vehicle 0%, 10 µM genistein 100%; AID 624202; actives 1.1% (n = 380,000); also: potency is read from the fitted curve at half-maximal effect; nearly all actives have a fitted effect of over 80% in size; some results filed as inactive show a strong effect at the top dose
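Compounds are tested at multiple concentrations on MCF7 BRCA1-luciferase reporter cells seeded at 2000 per well; after 48 h, a single luminescence end-point is taken and curves fitted to the normalized data.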
ELG1 genotox – genotoxicity induction in ELG1-luciferase HEK293T cells | actives 1.3% (n = 330,000) | AID 504466 | HEK293T ELG1-luciferase reporter, luminescence, 16 h | Potency, µM (titrated, usually from 46 µM), without a hit: top-dose activity change, positive = activation, actives largely listed as activators; also: potency is read from the fitted curve at half-maximal effect; % of control where 0% means no effect; nearly all actives have a fitted effect of over 60% in size
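Cells (2,000/well) expressing the ELG1-luciferase fusion are dosed by pin tool and kept 16 hr at 37 °C, 5% CO2. Signal comes from ONE-Glo luciferase reagent after 30 min at room temperature.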
B2AR arrestin – beta2AR (human) beta-arrestin recruitment activity. AID 492947. actives 0.02% (n = 330,000). P07550. Potency, µM (titrated, usually from 46.1 µM), for inactives: at the top dose activation, hits mostly activators. beta-arrestin recruitment to beta2AR, cell-based reporter;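 also: potency is read from the fitted curve at half-maximal effect; 0% = DMSO controls and full agonism = EC100 isoproterenol or metaproterenol; nearly all actives have a fitted effect of over 65% in size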
Target sequence (P07550 whole entry, looked up): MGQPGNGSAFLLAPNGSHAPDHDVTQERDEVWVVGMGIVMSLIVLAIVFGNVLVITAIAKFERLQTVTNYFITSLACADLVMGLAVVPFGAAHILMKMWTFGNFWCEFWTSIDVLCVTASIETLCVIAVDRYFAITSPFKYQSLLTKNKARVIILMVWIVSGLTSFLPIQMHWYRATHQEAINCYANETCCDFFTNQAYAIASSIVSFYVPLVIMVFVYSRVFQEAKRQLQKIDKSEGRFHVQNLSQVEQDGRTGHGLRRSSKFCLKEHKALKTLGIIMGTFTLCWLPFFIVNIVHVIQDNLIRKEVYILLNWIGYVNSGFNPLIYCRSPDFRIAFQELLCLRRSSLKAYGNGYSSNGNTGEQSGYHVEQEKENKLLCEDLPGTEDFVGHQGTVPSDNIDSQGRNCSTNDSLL
S-ASM inh – blocks human secretory acid sphingomyelinase; placental ASM, HMU-PC fluorogenic substrate, 60 min; Potency, µM (titrated, usually from 57.5 µM), for the others: at the top dose activity change, negative = inhibition, hits mostly inhibitors; actives 0.006% (n = 340,000); AID 504937; also: potency is read from the fitted curve at half-maximal effect
Target sequence (P17405 47-631 limits assumed): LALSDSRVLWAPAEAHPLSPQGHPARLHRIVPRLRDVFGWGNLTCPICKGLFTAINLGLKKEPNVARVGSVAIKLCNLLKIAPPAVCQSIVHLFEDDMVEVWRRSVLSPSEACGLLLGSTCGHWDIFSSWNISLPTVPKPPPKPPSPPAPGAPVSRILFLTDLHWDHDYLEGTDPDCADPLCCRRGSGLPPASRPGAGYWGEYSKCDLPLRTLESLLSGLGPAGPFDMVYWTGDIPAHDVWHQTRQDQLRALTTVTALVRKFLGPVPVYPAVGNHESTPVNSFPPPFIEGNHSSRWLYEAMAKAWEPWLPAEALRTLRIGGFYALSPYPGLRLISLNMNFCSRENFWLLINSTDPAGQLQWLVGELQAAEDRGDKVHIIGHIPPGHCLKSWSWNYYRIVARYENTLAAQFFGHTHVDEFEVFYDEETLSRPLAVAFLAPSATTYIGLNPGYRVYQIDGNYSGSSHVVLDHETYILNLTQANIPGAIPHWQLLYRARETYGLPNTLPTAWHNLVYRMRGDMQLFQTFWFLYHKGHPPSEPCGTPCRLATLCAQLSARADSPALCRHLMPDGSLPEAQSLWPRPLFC
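Fluorescence read-out (Ex 386 nm, Em 447 nm) after stopping the reaction at pH 10. Enzyme: ASM from human placenta; substrate HMU-PC0, 9 uM final; 60 min, 37 °C. Compound preincubation 10 min, ambient temperature.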
p53 reactivation – re-activators of mutant p53. H1299 p53-A138V BP100-luciferase reporter, luminescence, 24 h. Potency, µM (doses to about 92.2 µM), for the others: top-dose activity change, positive = activation, hits mostly activators. actives 0.063% (n = 320,000); also: potency is read from the fitted curve at half-maximal effect; % of control where 0% means no effect; nearly all actives have a fitted effect of over 45% in size
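H1299 (p53-null), stable ts p53-A138V + BP100-Luc; 1000 cells/well, Opti-MEM/10% FBS; cpd 4 pt, 1:5; 24 h, 37 deg C, 5% CO2; detection reagent 10 min RT; luminescence.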
uPA surface inh – cell surface uPA generation inhibition; actives 0.31% (n = 330,000); cell surface uPA generation assay, qHTS; Potency, µM (top dose mostly 38.3 µM), for the others: top-dose activity change, negative = inhibition, usual class: inhibitors; AID 540303; active = well fitted inhibition curve with a large enough effect; inconclusive = small, poorly fitted or top-dose-only effect; inactive = no such curve, though single readings can be large or run the other way; tested in mouse RAW 264.7 cells; also: potency is read from the fitted curve at half-maximal effect; % is scaled to controls: 0 for no effect and ±100 for the full control effect; nearly all actives have a fitted effect of over 55% in size
USP2a inh – USP2a (human) protease inhibition. Potency, µM (series often up to 38.3 µM), inactives show at the top dose activity change, negative = inhibition, hits mostly inhibitors. USP2 core, Ub-CHOP2 coupled fluorogenic reporter, 485/531. actives 0.01% (n = 330,000). O75604;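 also: potency is read from the fitted curve at half-maximal effect; plate controls were DMSO wells for no effect and full inhibition by NEM control for full effect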
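USP2 core (10nM final) preincubated 30min RT with compound in 20mM Tris-HCl pH 8.0, 2mM CaCl2, 2mM beta-mercaptoethanol, 0.05% CHAPS; 25nM Ub-CHOP2 plus 25nM reporter substrate added, fluorescence (Ex485/Em531) read after 60min.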
a7 integrin act – integrin-mediated muscular dystrophy alleviation activation; actives 0.064% (n = 350,000); alpha7betagal myoblasts, beta-gal FDG fluorescence, 48 h; Potency, µM (doses to about 38.3 µM), without a hit: top-dose activation, usual class: activators; AID 624291;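 also: potency is read from the fitted curve at half-maximal effect; 100% = response of the positive control SU9516; nearly all actives have a fitted effect of over 60% in size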
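alpha7betagal+/- myoblasts (passage 13, 250/well) treated 48 h at 37C with compounds at 1:260 dilution of DMSO stock. Lysed, then beta-galactosidase activity read as FDG fluorescence (ex 480/em 540) after 30 min, with pre-read for autofluorescence.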
Eya2 inh – inhibitors of human Eya2 phosphatase activity; O00167; recombinant Eya2, OMFP fluorescence dephosphorylation (OMFP is methylfluorescein phosphate); Potency, µM (series often up to 76.9 µM), for the others: top-dose activity, negative = inhibition, most hits filed as inhibitors; actives 0.006% (n = 330,000); also: potency is read from the fitted curve at half-maximal effect; % is scaled to controls: 0 for no effect and ±100 for the full control effect
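Eya2 protein (added as 0.2 uM solution) was preincubated with compound for 10 min at ambient temperature in 50 mM HEPES pH 7.5, 50 mM NaCl, 5 uM MgCl2, 0.05% BSA, 1 mM DTT. OMFP (added at 50 uM) then reacted 10 min; fluorescence read at 485/525 nm.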
TRPV1 ag – human TRPV1 agonism. AID 540275. activation, % at 8.33 µM. TRPV1-expressing cells, Fluo-8 calcium influx, agonist mode. actives 0.19% (n = 320,000); in the data active = activation above about 80%; inconclusive = between about 30% and that limit; also: 0% is about no effect
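Fluo-8 calcium influx in TRPV1-expressing cells, kinetic read (ex 480/em 520 nm). Compound added and read 3 min for agonist activity, followed by capsaicin at EC20 final and 2 min further read for enhancement.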
TSG101-PTAP inh – blocks PTAP/TSG101 interaction to inhibit HIV-1 budding | Fluorescence polarization, FITC-PTAP peptide / Tsg101 binding | Potency, µM (highest dose often 115 µM), without a hit: top-dose activity change, negative = inhibition, usual class: inhibitors | Q99816 | 340,000 tested, under 10 active; active = well fitted inhibition curve with a large enough effect in the main read-out, with a control signal flat, not every such curve was filed as active; inconclusive = small, poorly fitted or top-dose-only effect, or effect the other way, or a change in a side signal; inactive = no such curve, though single readings can be large or run the other way; also: potency is read from the fitted curve at half-maximal effect; % of control where 0% means no effect
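Fluorescence anisotropy tracks displacement of a FITC-tagged PTAP peptide (50 nM) from the Tsg101 binding domain (10 uM), following a 20 min room-temperature incubation at pH 7.5.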
Starred values were filed as active, the others as inactive; ? = inconclusive; nt = no result given; [ ] = dose if it differs, or a comment. Unless noted, calls follow the shape of the dose curve; as a rule, active = well fitted curve in the direction sought with a large enough effect; inconclusive = small, poorly fitted or top-dose-only effect, or another doubt; inactive = no such curve, though single readings can be large; an effect the other way counts as inactive or inconclusive.

SMILES | BRCA1 expr up | ELG1 genotox | B2AR arrestin | S-ASM inh | p53 reactivation | uPA surface inh | USP2a inh | a7 integrin act | Eya2 inh | TRPV1 ag | TSG101-PTAP inh
CNC(=S)N(Cc1ccco1)Cc1cc2cc(OC)c(OC)cc2[nH]c1=O | -12% | 0% | -0.6% | 19% | -1% | 2% | 3% | 11% | -3% | 0 | -3%
CCOc1ccccc1C(=O)OCC(=O)NCC1CCCO1 (centres undefined) | -1% | -3% | -0.1% | 5% | 9% | -1% | 2% | 6% | 1% | 2 | 0%
Cc1ccccc1CN1C(=O)CSc2ccc(C(=O)N3CCOCC3)cc21 | -11% | -1% | -0.8% | 1% | -1% | -1% | 0% | -18% | 16% | 0 | -1%
Nc1ncnc2c1ncn2C1C=C(CO)C(O)C1O (centres undefined) | -84% | nt | nt | 1% | nt | -7% | nt | -54%[inhibitor] | nt | nt | -1%
O=[N+]([O-])c1c(Nc2cccc(O)c2)cc(Cl)c2nonc12 | -90% | -19% | 0.4% | -3% | nt | -12% | 0% | -68%[inhibitor] | -7% | 2 | -4%
CCCCNC(=O)CCCCCn1c(=O)[nH]c2cc(C(=O)OC)ccc2c1=O | 14% | 1% | 0.1% | 473%[activator] | -2% | 3% | 2% | -56%[inhibitor] | -11% | -2 | -1%
CCn1nc(C)c(CNC(=O)C2CCC(=O)N(Cc3cccc(F)c3)C2)c1C (centres undefined) | -13% | 1% | -1.2% | 2% | -9% | 13% | 1% | 18% | -1% | -1 | nt
COc1ccc(S(=O)(=O)Nc2cc(C(=O)NCCC(C)C)ccc2N2CCOCC2)cc1 | 5% | 1% | -0.7% | -1% | -8% | nt | -1% | 21% | -8% | -6 | -10%
CN1CCN(S(=O)(=O)c2cccc(C(=O)N(Cc3nnc(-c4ccc(Cl)cc4)o3)C3CC3)c2)CC1 | -36% | -2% | -0.7% | 0% | -10% | -4% | 0% | -26% | -3% | 18 | -8%
Cc1cc(C(=O)COC(=O)C2COc3ccccc3O2)c(C)n1CC1CCCO1 (centres undefined) | 6% | -1% | -0.6% | 0% | -5% | 3% | 2% | -13% | -15% | 12 | 0%
COc1ccc(/C=N/NC(=O)Nc2cccc3nsnc23)cc1 | -45% | 16% | -1.1% | 85%[activator] | 13% | -5% | 2% | 11% | 2% | -7 | 2%
CC(C)CC(NC(=O)C1CCC(C)CC1)C(=O)N1CCN(c2ccccn2)CC1 (centres undefined) | -10% | -3% | 3.3% | 4% | -5% | 5% | -1% | 6% | -3% | nt | -4%
CN(C)S(=O)(=O)c1ccc(NC(=O)CSc2n[nH]c(=O)n2C2CC2)cc1 | 0% | 1% | 0.0% | -2% | -2% | 12% | 1% | 6% | -6% | 3 | -2%
O=C(OCc1ccccc1)c1ccc(NCc2cc(O)ccc2O)cc1 | -93%[inhibitor] | nt | nt | -11% | nt | -4% | nt | -54%[inhibitor] | nt | nt | 0%
CCc1cc(C(c2cccc(OC)c2)N2CCOCC2)c(NC(=O)c2ccccc2)s1 (centres undefined) | 0% | 0% | 0.3% | -7% | 27% | 6% | 4% | -59%[inhibitor] | 4% | 9 | -7%
Cc1ccc(SCC(=O)OCC(=O)NCc2ccco2)cc1 | -7% | -4% | -0.4% | 3% | -1% | 4% | -1% | 24% | 2% | 26 | -1%
CC(=O)/C(C(=N)N1CCN(C(c2ccccc2)c2ccccc2)CC1)=C(\C)O | 5% | -2% | -0.2% | 9% | -7% | -3% | 3% | 2% | -6% | -1 | 2%
NC(=O)C1CCN(C2=C(NS(=O)(=O)c3ccc(Cl)cc3)C(=O)c3ccccc3C2=O)CC1 | 26% | -9% | -0.9% | 0% | 0% | -11% | 1% | -27% | -23% | ? | -4%
CN1C=CC=C/C1=C1\SC(=S)N(Cc2ccccc2)C1=O | 16% | 0% | -0.9% | -11% | 8% | -5% | 5% | -1% | 5% | 24 | -4%
CC(=O)Nc1ccc(Nc2nc(C)c([N+](=O)[O-])c(N(C)c3ccccc3)n2)cc1 | -54% | -13% | 0.1% | -18% | -12% | -12% | -5% | -27% | 0% | -2 | 0%
O=C(N/N=C/c1ccc(C(F)(F)F)cc1)c1ccncc1 | -9% | 6% | -0.1% | 2% | 5% | -3% | 0% | 7% | -13% | ? | 0%
O=C(CN(Cc1cccs1)C(=O)CNS(=O)(=O)c1ccccc1)NC1CCCC1 | 0% | -2% | 0.0% | -4% | -2% | 5% | 4% | -8% | 8% | 2 | 2%
CCCc1cc(=O)[nH]c(-n2[nH]c3c(c2=O)CCCC3)n1 | -75% | 8% | -0.3% | 3% | -7% | -1% | ? | -5% | ? | -6 | -3%
CC1Cc2cc(/C=C3/SC(=S)N(C)C3=O)ccc2O1 (centres undefined) | -3% | ? | 0.4% | -16% | 16% | 0% | 1% | 11% | 7% | -2 | -3%
Cc1ccc(-c2cc(-c3ccccc3)no2)cc1 | ? | ? | 4.1% | 9% | ? | ? | 1% | -6% | -10% | 23 | nt
CCCN(CC(=O)Nc1cc(Cl)ccc1Cl)C(=O)c1ccc2n[nH]nc2c1 | -15% | 1% | 0.4% | -3% | 19% | 13% | -2% | 9% | -2% | 5 | -5%
CC(C)CC(NC(=O)c1ccccc1)C(=O)OCC(=O)Nc1ccc(Br)cn1 (centres undefined) | -15% | -2% | -0.1% | -2% | 5% | nt | 0% | 21% | -18% | 8 | 1%
Cn1nccc1C(=O)N1CCN(c2ccccc2F)CC1 | 1% | -7% | 0.2% | 4% | -41%[inhibitor] | -6% | 0% | -11% | 6% | 5 | -4%
CC(C)c1cc(C(=O)N/N=C/c2ccoc2)c(O)c(C(C)C)c1 | -56% | -5% | 3.9% | -6% | -3% | -7% | 1% | 19% | -9% | ? | -10%
N=c1nc(SCCC(=O)O)ss1 | -70% | -2% | -0.1% | 6% | -7% | -4% | 0% | 24% | 1% | 2 | -4%
CCN(CC)CCn1c2c(c(SCC(=O)Nc3cc(C)on3)nc1=O)CCCC2 | -22% | -1% | -0.4% | -2% | -4% | -2% | 1% | -7% | -8% | 3 | -1%
CNC(=O)NC1CCCc2ccccc21 (centres undefined) | 11% | -1% | 0.2% | 3% | 1% | 0% | -5% | 13% | -7% | 2 | -3%
CCOC(=O)[C@@H]1[C@H]2COc3cc(OC)ccc3[C@@H]2N2C(=O)N(c3ccc(F)cc3)C(=O)[C@@]12C | 0% | 3% | 0.8% | 2% | -7% | 7% | 0% | -35% | -1% | nt | -6%
O=c1ccnc(NCCc2ccccc2)[nH]1 | -20% | 3% | -0.2% | 2% | 7% | -3% | -1% | -2% | 5% | 27 | -5%
COc1ccc(-n2nc3c(c2NC(=O)C(C)Oc2ccccc2)CS(=O)(=O)C3)cc1 (centres undefined) | -2% | 0% | -0.3% | 2% | -4% | -19% | 0% | -24% | 1% | -1 | -4%
COCCCC1CCN(C(=O)CCc2nnc(CCCCc3ccccc3)o2)CC1 | -19% | -4% | 0.5% | -1% | -3% | -9% | 0% | 18% | 0% | -2 | -5%
CC(O)CNc1nc(Cl)c(C#N)s1 (centres undefined) | 9% | 1% | -0.1% | 1% | -4% | -1% | 1% | -8% | 10% | -1 | -4%
O=C(NNc1ccccc1C(F)(F)F)c1sccc1Br | 4% | 0% | -0.9% | -6% | -3% | -11% | -1% | -22% | 8% | nt | -2%
CCc1ccc(OCC(=O)Nc2ccncc2)cc1 | -4% | -2% | 0.2% | 0% | nt | -8% | -1% | 1% | -9% | ? | -9%
CCc1cccc(CC)c1NC(=O)C1SC(=Nc2ccccc2C)C(c2nc3ccccc3s2)=C1N (centres undefined) | -87%[inhibitor] | -5% | 0.4% | -3% | -1% | 5% | -1% | -5% | -4% | -3 | 1%
CCCCC(=O)Nc1ccccc1CC | 0% | 1% | -0.8% | 4% | -2% | -2% | 1% | 13% | -3% | 2 | -1%
CC(C)(C)OC(=O)NCCCC[C@H](NC(=O)c1nc[nH]c1C(=O)NCc1ccccc1)C(=O)OC(C)(C)C | -59% | 0% | 0.6% | -4% | -7% | ? | -6% | -32% | -5% | 7 | -6%

Part of the list above, with each value named.
CNC(=O)NC1CCCc2ccccc21 (centres undefined)
  BRCA1 expr up: 11%; ELG1 genotox: -1%; B2AR arrestin: 0.2%; S-ASM inh: 3%; p53 reactivation: 1%; uPA surface inh: 0%; USP2a inh: -5%; a7 integrin act: 13%; Eya2 inh: -7%; TRPV1 ag: 2; TSG101-PTAP inh: -3%

CCOC(=O)[C@@H]1[C@H]2COc3cc(OC)ccc3[C@@H]2N2C(=O)N(c3ccc(F)cc3)C(=O)[C@@]12C
  BRCA1 expr up: 0%; ELG1 genotox: 3%; B2AR arrestin: 0.8%; S-ASM inh: 2%; p53 reactivation: -7%; uPA surface inh: 7%; USP2a inh: 0%; a7 integrin act: -35%; Eya2 inh: -1%; TRPV1 ag: nt; TSG101-PTAP inh: -6%
